High-throughput results (PubChem BioAssay)
KB-3-1 tox – KB-3-1 parental cell cytotoxicity | 400,000 tested, 1.4% active | Potency, µM (doses to about 46.1 µM), for inactives: at the highest dose activity change, negative = cytotoxic, usual class: cytotoxic | KB-3-1 viability, CellTiter-Glo ATP luminescence, 72 h; further: potency means the concentration at half of the fitted maximal effect; on the % scale 0 is the no-effect control and ±100 the full control effect; nearly all actives have a fitted effect of over 60% in size
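Luminescent ATP read-out (CellTiter-Glo) measures survival of drug-naive KB-3-1 cells after 72 h compound exposure at 37 °C. Titration series was screened from lowest to highest concentration, with DMSO vehicle plates as background controls.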
ATXN2 expr inh – ATXN2 expression inhibition; Potency, µM (top dose mostly 57 µM), for inactives: at the top dose activity change, negative = inhibition, hits mostly inhibitors; 360,000 tested, 0.72% active; HEK-293 ATXN2-luciferase reporter, luminescence, 24 h; AID 1745845; further: potency means the concentration at half of the fitted maximal effect; on the % scale 0 is the no-effect control and ±100 the full control effect; nearly all actives have a fitted effect of over 55% in size
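ATXN2-luciferase reporter cells (luciferase flanked by upstream and downstream ATXN2 gene portions) were treated 24 h at 37 °C with compounds at up to 57 uM. SteadyGlo luminescence gave expression; GF-AFC fluorescence gave viability.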
HT1080-NT tox – kills 2HG-producing HT-1080-NT fibrosarcoma cells; AID 686970; 360,000 tested, 1.6% active; HT-1080-NT fibrosarcoma viability, CellTiter-Glo ATP luminescence, 48 h; Potency, µM (top dose mostly 46.1 µM), for the others: at the top dose activity, negative = less viability, hits mostly cytotoxic;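 further: NT is the 2HG producing partner of a matched IDH1 knockdown line; potency means the concentration at half of the fitted maximal effect; 0% = DMSO-treated cells and -100% = media-only wells without cells; nearly all actives have a fitted effect of over 55% in size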
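HT-1080-NT; 750 cells/well; 5% FBS RPMI; 48 h compound, 37 degrees C; CellTiter-Glo luminescence; curve fitting and curve-class assignment.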
SW480 rereplic – induces DNA re-replication in SW480 colon adenocarcinoma cells | SW480 DNA re-replication, Hoechst DNA content imaging, 48 h | Potency, µM (doses to about 46.1 µM), without a hit: top-dose re-replication activation, hits mostly activators | 340,000 tested, 1.8% active; further: potency means the concentration at half of the fitted maximal effect; % of control where 0% means no effect; nearly all actives have a fitted effect of over 55% in size
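Treated cells incubate 48 hr (37 C, 5% CO2), are stained 40 min with Hoechst, and nuclear fluorescence is enumerated; a rise in nuclei with high DNA signal marks re-replication.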
HT1080 IDH1KD tx – toxicity to HT-1080 IDH1 knockdown cells (counter line) | HT-1080 IDH1 knockdown viability, ATP luminescence, 48 h | AID 686971 | Potency, µM (doses to about 46.1 µM), for inactives: at the highest dose activity, negative = toxicity, most hits filed as cytotoxic | 360,000 tested, 2% active;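 further: potency means the concentration at half of the fitted maximal effect; 0% = DMSO wells and -100% = cell-free medium wells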
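HT-1080-IDH1KD cells (IDH1 knocked down), 750/well in RPMI with 5% FBS, treated with compound 48 h at 37 degrees C. Viability by CellTiter-Glo luminescence, normalised to DMSO and no-cell wells; concentration-response curves classed.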
IL1B secr inh – inhibitors of inflammasome signaling (IL-1 beta secretion) | THP-1 LPS/ATP IL-1B secretion, AlphaLISA, 16 h; hits give low values | activity change, % at 57.5 µM | 360,000 tested, 4.7% active | AID 743279; in the data active means activity change below about -50%; inconclusive means mostly about -30% to -49%; further: on the % scale 0 is the no-effect control and ±100 the full control effect
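THP-1 cells pretreated 1 hr with compounds (up to 57.5 uM final), then stimulated with LPS (250 ng/mL final) plus ATP (1.25 mM final); secreted IL-1B measured by AlphaLISA after 16 hr, decreased signal indicating inhibition.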
KB-V1 cytotox – kills drug-selected multidrug resistant KB-V1 cells | KB-V1 MDR cells viability, CellTiter-Glo, 72 h | Potency, µM (series often up to 46.1 µM), without a hit: at the highest dose activity change, negative = cytotoxicity, hits mostly cytotoxic | 400,000 tested, 3.4% active | AID 1347076; further: potency means the concentration at half of the fitted maximal effect; on the % scale 0 is the no-effect control and ±100 the full control effect; nearly all actives have a fitted effect of over 60% in size
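Compound-treated KB-V1 multidrug-resistant cells, 72 h, 37 degrees C; viability by CellTiter-Glo. Fitted qHTS curves give the values.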
MCF10A rereplic – DNA re-replication induction in MCF 10a cells; Potency, µM (series often up to 46.1 µM), without a hit: at the highest dose activity, positive = re-replication, hits mostly activators; MCF 10A DNA re-replication, Hoechst nuclear intensity, 48 h; 350,000 tested, 2.9% active; AID 624296; further: potency means the concentration at half of the fitted maximal effect; % of control where 0% means no effect; nearly all actives have a fitted effect of over 50% in size
ATXN viability – cell viability loss in ATXN counter-screen | S2 cells (HEK-293 line with an ATXN2-luciferase reporter) viability, CellTiter-Fluor protease fluorescence, 24 h | Potency, µM (top dose mostly 56.7 µM), usual class: cytotoxic | 400,000 tested, 0.49% active; further: potency means the concentration at half of the fitted maximal effect; nearly all actives have a fitted effect of over 40% in size
An asterisk follows results filed as active; i = inactive; ? = inconclusive; . = no result given; & = joins results of further samples; ! = not confirmed by another sample; [ ] = another dose, or the depositor's remark. Unless noted, the call rests on the fitted dose curve; in most records, active means well fitted curve in the direction sought with a large enough effect; inconclusive means small, poorly fitted or top-dose-only effect, or another doubt; inactive means no such curve, though single readings can be large; an effect the other way counts as inactive or inconclusive. No enrichment for hits; overall some 11% were active at least once.

no.	SMILES	ATXN viability	HT1080-NT tox	KB-3-1 tox	KB-V1 cytotox	ATXN2 expr inh
1	Cc1cccc(C(=O)NC(C)C(=O)NC(c2nc3ccccc3[nH]2)C(C)C)c1 (configuration not stated)	i	-2%	10%	-12%	11%
2	CCCCn1cnc2cc(NCc3ccc(OCC)cc3)ccc21	i	.	4%	-10%	8%
3	O=C(/C=C/c1cn(-c2ccccc2)nc1-c1cccnc1)N1CCCC1	?	4%	21%	-19%	-9%
4	OC(c1ccc(Cl)c(Cl)c1)c1ncc(-c2ccc(Cl)cc2)[nH]1 (configuration not stated)	?	?	0%	0%	-24%
5	COc1ccccc1CC(=O)N1CCCC1	i	-1%	2%	2%	-3%
6	O=C(COC(=O)c1ccc([N+](=O)[O-])cc1)Nc1ccccc1C(=O)NC1CC1	i	4%	16%	?	2%
7	c1ccc(-c2noc(CSc3nnnn3-c3ccccc3)n2)cc1	?	-12%	3%	0%	2%
8	CN(CC(=O)Nc1ccc(OC(F)F)cc1)S(=O)(=O)/C=C/c1ccccc1	i	-6%	?	?	-11%
9	CCOC(=O)N1CCc2c(sc3nc[nH]c(=O)c23)C1	i	13%	-2%	-21%	-12%
10	O=C(C1CCCO1)N1CCN(c2c3c(nc4cc(-c5ccc(F)cc5)nn24)CCC3)CC1 (configuration not stated)	i	0%	0%	?	2%
11	C[C@@H]1CN([C@@H](C)CO)C(=O)CCCn2nncc2CO[C@H]1CN(C)C(=O)c1cc(-c2ccccc2)on1	i	-8%	8%	-22%	5%
12	Nc1[nH]c(C(=O)c2ccccc2)c(-c2ccc(Cl)cc2Cl)c1C(=O)NCCc1c[nH]c2ccccc12	?	?	-14%	3%	?
13	NNC(=O)c1nc[nH]c1C(=O)Nc1ccccc1[N+](=O)[O-]	i	-25%	2%	10%	?
14	COC(=O)c1sccc1NC(=O)CC1C(=O)NCCN1C(=O)c1ccccc1 (configuration not stated)	i	15%	5%	?	-15%
15	O=C(c1cc2c(s1)-c1ccccc1S(=O)(=O)C2)N1CCCC1	i	0%	-8%	-19%	6%

no.	HT1080 IDH1KD tx	SW480 rereplic	IL1B secr inh	MCF10A rereplic
1	-1%	3%	12	1%
2	.	.	.	.
3	-13%	-2%	-12	-1%
4	?	.	?	.
5	8%	5%	-2	-6%
6	0%	-27%	15	-25%
7	-8%	-3%	5	7%
8	-3%	-16%	?	-1%
9	24%	-14%	16	-1%
10	6%	0%	-4	4%
11	-4%	.	17	.
12	?	.	-17	.
13	-10%	23%	18	29%
14	11%	-12%	0	-1%
15	2%	11%	-6	0%

Next part
no.	SMILES	ATXN viability	HT1080-NT tox	KB-3-1 tox	KB-V1 cytotox	ATXN2 expr inh
16	O=C(NCCc1csc(-c2ccc(Cl)cc2)n1)c1ccco1	i	?	-1%&-13%	-21%&17%	14µM*!
17	COC(=O)N1CCCC(c2cc(C(=O)Nc3ccccc3Cl)no2)C1 (configuration not stated)	i	-1%	0%	7%	17%
18	O=C(NCCc1ccc(Cl)cc1)c1cc(-c2ccncc2)nc2ccccc12	i	-28%	-18%	?	-35%
19	Cn1c(SCC(=O)NCc2ccccc2)nnc1C1CC1	i	-3%	-2%	7%	4%
20	CCC(C)Sc1nc(O)c(Cc2ccccc2)c(=O)[nH]1 (configuration not stated)	i	2%	0%	6%	5%
21	N#CN(Cc1ccccc1)Cc1ccccc1	i	4%	14%	?	-1%
22	O=C1CN(/N=C/c2ccc([N+](=O)[O-])o2)C(=O)N1	?	?	?	?	?
23	Cc1c(NC(=O)Nc2ccc3c(c2)OCO3)cccc1[N+](=O)[O-]	i	-10%	-14%	-16%	27%
24	Cc1cc2nc(CSc3ccc(Cl)cc3)cc(=O)n2[nH]1	i	-17%	-4%	-14%	-2%
25	NC(=O)c1ccccc1NC(=O)c1ccc2c(c1)OCO2	i	-2%	0%	-13%	.
26	O=C(c1c(F)cccc1Cl)N1CCN(c2ccccn2)CC1	i	8%	-9%	-9%	-14%
27	O=C(C(=O)N1CCc2ccccc2C1)c1cn(CC(=O)N2CCOCC2)c2ccccc12	?	4%	-5%	4%	-20%
28	CCOC(=O)c1cccc(NC(=O)C2CCN(S(=O)(=O)c3ccc4c(c3)oc(=O)n4C)CC2)c1	?	.	1%	-12%	-25%
29	COc1ccccc1/C=C/C(=O)c1ccc(Cl)cc1	i	-2%[9.24 µM]	-23%	0%	12%
30	O=C(NCCCN1CCOCC1)c1ccc(N2CCCC2)c([N+](=O)[O-])c1	i	-8%	13%	-12%	8%

no.	HT1080 IDH1KD tx	SW480 rereplic	IL1B secr inh	MCF10A rereplic
16	?	-13%	-23	17%
17	16%	.	-14	.
18	-13%	22%	-13	14%
19	-1%	-3%	-2	-2%
20	11%	-25%	-22	3%
21	-4%	?	-64*	13%
22	?	-21%&-4%	14	0%&0%
23	-1%	10%	-28	-2%
24	-20%	?	47	?
25	-10%	7%	-10	-3%
26	7%	-12%	-9	16%
27	7%	-2%	0	-7%
28	.	.	.	.
29	?	?	-56*	?
30	-6%	-10%	-22	-2%

The listing continues.
no.	SMILES	ATXN viability	HT1080-NT tox	KB-3-1 tox	KB-V1 cytotox	ATXN2 expr inh
31	O=C(NC1=NCCS1)c1ccc(Br)s1	i	3%[9.24 µM]	-5%	7%	43%[activator]
32	Cc1cc(NC(=O)c2cccc(Cl)c2)ccc1-c1cc2ccccc2oc1=O	?	.	-3%	?	8%
33	N#Cc1c(-c2ccco2)cc(C2CC2)nc1N	i	-1%	-2%	0%	-2%
34	COc1ccc(C(C)=O)cc1COC(=O)C1CCN(C(=O)c2ccc(Cl)cc2)CC1	i	1%	30%	0%	1%
35	O=[N+]([O-])c1cc(-c2nnc(N3CCOCC3)c3ccccc23)ccc1N1CCOCC1	i	-7%	0%	6%	.
36	Nc1ncnc2c1ncn2[C@@H]1O[C@H](CNC(=O)[C@@H](N)COCc2ccccc2)[C@@H](O)[C@H]1O	i	-5%	-1%	?	5%
37	CC(OC(=O)C1CCN(S(=O)(=O)c2ccc(C(C)(C)C)cc2)CC1)C(=O)N1CCOCC1 (configuration not stated)	i	5%	-1%	16µM*	5%
38	CC1(c2nnnn2C2CCCC2)CCC(=O)N1c1ccc2c(c1)OCCO2 (configuration not stated)	.	12%	9%	-21%	.
39	S=c1[nH]nc(-c2ccc(Br)cc2)n1Cc1ccccc1	i	9%	0%	-3%	-15%
40	Cc1ccccc1S(=O)(=O)N(C)C[C@@H]1OCc2cnnn2CCCC(=O)N([C@H](C)CO)C[C@@H]1C	i	13%	13%	?	-1%
41	CN(CCO)S(=O)(=O)c1ccc2c(c1)C(=NO)c1cc(S(=O)(=O)N(C)CCO)ccc1-2	i	-13%	-6%	0%	0%
42	O=C(O)C1C2CCC(C2)C1C(=O)N1CCCC1 (configuration not stated)	i	4%	14%	?	-5%
43	COc1ccccc1NC(=O)c1cccc(S(=O)(=O)N2CCN(c3ccccc3)CC2)c1	i	1%	-3%	?	-19%
44	Cc1ccc(-n2ncc3c(NCc4ccco4)ncnc32)cc1C	i	29%	14%	-3%	.
45	COc1ccc(CCC(=O)Nc2ccc(N3CCOCC3)cc2)cc1	i	10%	8%	-1%	2%

no.	HT1080 IDH1KD tx	SW480 rereplic	IL1B secr inh	MCF10A rereplic
31	0%	0%	41	-2%
32	.	.	.	.
33	?	-4%	-2	-24%
34	7%	-1%	15	0%
35	-23%	3%	-15	-1%
36	0%	6%	-1	-1%
37	3%	1%	3	?
38	21%	.	-12	.
39	-7%	-12%	13	-1%
40	0%	.	7	.
41	-23%	-9%	-25	-1%
42	1%	0%	17	-14%
43	2%	3%	?	-1%
44	24%	?	0	0%
45	6%	7%	-3	?

Following part.
no.	SMILES	ATXN viability	HT1080-NT tox	KB-3-1 tox	KB-V1 cytotox	ATXN2 expr inh
46	N#CCNc1ccc([N+](=O)[O-])cc1C#N	i	-3%	-2%	22%	.
47	Cc1ccc(NC(=S)N2CCC(NC(=O)C3CCCCC3)CC2)cc1C	i	1%	-13%	2%	-1%
48	CCNC(=O)C1(C)CCN(C(=O)CCc2ccccc2)C1 (configuration not stated)	i	?	0%	4%	14%
49	Brc1cccc(OCCCCn2cncn2)c1	i	3%	1%	10%	.
50	CCNC(=O)Cc1ccc(NS(=O)(=O)c2ccc(F)cc2)cc1	i	-13%	-3%	-19%	-4%
51	COc1cccc(C(=O)OCC(=O)Nc2sc3c(c2C(N)=O)CCC3)c1O	i	3%[9.24 µM]	16%	?	-10%
52	COc1ccc(CNC(=O)N2CCc3nc(Nc4cc(OC)c(OC)c(OC)c4)ncc3C2)cc1	i	-16%	-15%	-17%	16%
53	COc1ccc(C(=O)Oc2c(Sc3ccc(C)cc3)c(C)nn2C(C)(C)C)c(OC)c1	i	.	-6%	-10%	-13%

no.	HT1080 IDH1KD tx	SW480 rereplic	IL1B secr inh	MCF10A rereplic
46	2%	?	0	-2%
47	-7%	-10%	-13	?
48	-2%	.	6	.
49	5%	-12%	-6	-2%
50	2%	-3%	-9	17%
51	-2%	?	23	17%
52	-25%	.	6	.
53	.	.	.	.

One compound at a time (already shown). Order of screens: ATXN viability | HT1080-NT tox | KB-3-1 tox | KB-V1 cytotox | ATXN2 expr inh | HT1080 IDH1KD tx | SW480 rereplic | IL1B secr inh | MCF10A rereplic
COc1cccc(C(=O)OCC(=O)Nc2sc3c(c2C(N)=O)CCC3)c1O in the list: i | 3%[9.24 µM] | 16% | ? | -10% | -2% | ? | 23 | 17%
COc1ccc(C(=O)Oc2c(Sc3ccc(C)cc3)c(C)nn2C(C)(C)C)c(OC)c1 in the list: i | . | -6% | -10% | -13% | . | . | . | .
Cc1ccc(NC(=S)N2CCC(NC(=O)C3CCCCC3)CC2)cc1C in the list: i | 1% | -13% | 2% | -1% | -7% | -10% | -13 | ?
COc1ccc(CNC(=O)N2CCc3nc(Nc4cc(OC)c(OC)c(OC)c4)ncc3C2)cc1 in the list: i | -16% | -15% | -17% | 16% | -25% | . | 6 | .
